Compound activity from PubChem.
mIDH1 inhibitor – qHTS for Inhibitors of mutant isocitrate dehydrogenase 1 (IDH1): qHTS. Isocitrate dehydrogenase [NADP] cytoplasmic (Homo sapiens), O75874. IDH1-R132H enzyme, NADPH consumption, diaphorase/resazurin fluorescence. Potency, µM (series often up to 76.6 µM), inactives show at the highest dose activity change, negative = inhibition, most hits filed as inhibitors. 0.093% of 390,000 active. AID 602179, 2012; also: % is scaled to controls: 0 for no effect and ±100 for the full control effect; nearly all actives have a fitted effect of over 65% in size
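IDH1-R132H (0.5 ug/mL dispensed) in pH 7.5 Tris buffer was preincubated 30 min with compound, then given a substrate mix of 0.016 mM NADPH and 2 mM alpha-KG for 80 min at room temperature; remaining NADPH was read by diaphorase/resazurin fluorescence.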
Vif-A3F inh – qHTS for Inhibitors of Vif-A3F Interactions: qHTS | HeLa A3F-eYFP + Vif (tagged APOBEC3F with the HIV-1 protein that degrades it), YFP fluorescence increase | Potency, µM (titrated, usually from 46.1 µM), for the others: at the top dose activity, negative = active | 0.2% of 390,000 active; also: % of control where 0% means no effect; nearly all actives have a fitted effect of over 65% in size
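Fluorescence increase (Ex 488/Em 500-530) after overnight compound treatment at 37 deg C flags inhibition of Vif-driven A3F-eYFP loss in stable HeLa A3F-eYFP/Vif cells seeded overnight beforehand.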
RGS4 inh – Inhibitors of Regulator of G Protein Signaling (RGS) 4: qHTS; Regulator of G-protein signaling 4 (Homo sapiens), P49798; 0.039% of 390,000 active; Transcreener GDP fluorescence polarization, RGS4-accelerated GTP hydrolysis; Potency, µM (doses to about 114 µM), inactives show top-dose activity change, negative = inhibition, hits mostly inhibitors; also: % is scaled to controls: 0 for no effect and ±100 for the full control effect; nearly all actives have a fitted effect of over 75% in size; some results filed as inactive show a strong effect at the top dose
Target sequence (P49798 whole entry, looked up): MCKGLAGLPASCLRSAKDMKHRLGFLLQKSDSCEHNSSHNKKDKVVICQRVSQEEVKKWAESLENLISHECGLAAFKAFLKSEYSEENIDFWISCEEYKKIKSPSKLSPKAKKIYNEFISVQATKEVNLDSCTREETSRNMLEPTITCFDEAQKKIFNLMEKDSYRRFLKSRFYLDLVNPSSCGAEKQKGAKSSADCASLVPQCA
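MLSMR compounds (23 nl, pin-transferred) preincubated 10 min at room temperature with a 500nM (2x) first reagent, then RGS4 at 900nM (2x) plus Transcreener GDP mix added; fluorescence polarization (620/688 nm) read before and after 90 min at 30 °C.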
rTrxR1 inhibitor – qHTS Assay for Inhibitors of Mammalian Selenoprotein Thioredoxin Reductase 1 (TrxR1): qHTS. Thioredoxin reductase 1, cytoplasmic (Rattus norvegicus), O89049. recombinant rTrxR1, NADPH fluorescence consumption, selenite substrate. Potency, µM (titrated, usually from 114 µM), for the others: at the top dose activity change, negative = inhibition, actives largely listed as inhibitors. 1% of 390,000 active. AID 588453, 2011; also: % is scaled to controls: 0 for no effect and ±100 for the full control effect; nearly all actives have a fitted effect of over 65% in size
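Rat TrxR1 (90 nM in the dispensed reagent) was pre-reduced with 400 uM NADPH for 5 min at room temperature, then incubated with compound for 15 min. After 400 uM selenite was added, NADPH fluorescence (Ex 340/Em 450 nm) was followed for 8 min.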
TrxR1 substrate – qHTS Assay for Substrates of Mammalian Selenoprotein Thioredoxin Reductase 1 (TrxR1): qHTS | purified TrxR1 substrate turnover, NADPH consumption readout | Thioredoxin reductase 1, cytoplasmic (Rattus norvegicus), O89049 | AID 588456, 2011 | Potency, µM (highest dose often 114 µM), without a hit: top-dose activity change, negative = substrate turnover | 0.01% of 390,000 active; also: % is scaled to controls: 0 for no effect and ±100 for the full control effect; nearly all actives have a fitted effect of over 50% in size
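Rat TrxR1, dispensed at 90 nM, was prereduced with 400 uM NADPH (final) for 5 min at ~22 deg C, then incubated with compound 15 min before 400 uM selenite. A first-read NADPH fluorescence drop versus no-compound background flagged substrates.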
USP1 inh – Inhibitors of USP1/UAF1: Primary Screen | Ubiquitin carboxyl-terminal hydrolase 1 (Homo sapiens), O94782 | recombinant USP1/UAF1, Ub-Rhodamine cleavage fluorescence | Potency, µM (titrated, usually from 57.1 µM), without a hit: top-dose activity change, negative = inhibition, actives largely listed as inhibitors | 0.23% of 390,000 active; also: % is scaled to controls: 0 for no effect and ±100 for the full control effect; nearly all actives have a fitted effect of over 60% in size; inactives centre near -12
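Step one: compound is pinned into 1nM USP1/UAF1 in HEPES pH 7.8 buffer with TCEP. Step two: 15 min room-temperature incubation. Step three: Ub-Rho (150nM final) starts cleavage, tracked by fluorescence over six one-minute reads.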
RXFP1 ag – qHTS Assay for Agonists of the Relaxin Receptor RXFP1; Relaxin receptor 1 (Homo sapiens), Q9HBX9; HEK293T-RXFP1 cAMP TR-FRET, 30 min; response scale: percent of porcine relaxin response, buffer zero; Potency, µM (highest dose often 57.5 µM), inactives show top-dose activation, hits mostly activators; 0.3% of 370,000 active; AID 2676, 2010; also: % is scaled to controls: 0 for no effect and ±100 for the full control effect; nearly all actives have a fitted effect of over 60% in size; many of its hits are not listed in these tables
Target sequence (Q9HBX9 whole entry, looked up): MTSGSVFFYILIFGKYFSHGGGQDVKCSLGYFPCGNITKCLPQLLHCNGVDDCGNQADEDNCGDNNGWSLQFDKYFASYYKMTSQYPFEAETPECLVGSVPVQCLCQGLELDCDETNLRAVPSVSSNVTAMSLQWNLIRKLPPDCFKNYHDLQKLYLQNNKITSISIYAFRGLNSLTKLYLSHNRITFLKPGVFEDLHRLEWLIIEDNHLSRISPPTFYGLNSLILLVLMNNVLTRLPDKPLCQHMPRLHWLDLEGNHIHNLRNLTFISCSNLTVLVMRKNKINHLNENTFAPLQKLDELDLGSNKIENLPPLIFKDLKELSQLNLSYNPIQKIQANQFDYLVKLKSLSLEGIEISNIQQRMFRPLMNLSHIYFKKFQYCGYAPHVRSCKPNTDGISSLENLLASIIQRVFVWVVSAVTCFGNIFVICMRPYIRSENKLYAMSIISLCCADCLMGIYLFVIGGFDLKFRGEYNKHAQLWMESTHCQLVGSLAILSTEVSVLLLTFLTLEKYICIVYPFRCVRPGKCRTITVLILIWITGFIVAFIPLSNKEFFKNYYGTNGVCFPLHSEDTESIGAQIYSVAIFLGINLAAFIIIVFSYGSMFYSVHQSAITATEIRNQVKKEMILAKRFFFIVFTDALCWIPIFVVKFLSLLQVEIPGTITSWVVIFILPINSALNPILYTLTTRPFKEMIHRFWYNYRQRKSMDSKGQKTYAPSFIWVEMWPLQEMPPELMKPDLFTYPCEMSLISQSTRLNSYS
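HEK293T cells stably expressing RXFP1 were pretreated with the PDE4 inhibitor Ro 20174, exposed to compounds for 30 min at 37C, lysed, and cAMP was read by TR-FRET. Data normalized to buffer (basal) and 29 nM porcine relaxin (100%).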
Vif-A3G inh – qHTS for Inhibitors of Vif-A3G Interactions: qHTS; 0.076% of 410,000 active; Potency, µM (doses to about 46.1 µM), without a hit: top-dose activity, negative = active, usual class: inhibitors; DNA dC->dU-editing enzyme APOBEC-3G (Homo sapiens), Q9HC16; HeLa A3G-eYFP + Vif (tagged APOBEC3G with the HIV-1 protein that degrades it), YFP fluorescence, overnight;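 also: % is scaled to controls: 0 for no effect and ±100 for the full control effect; nearly all actives have a fitted effect of over 60% in size; hits raise eYFP signal because A3G escapes Vif-driven loss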
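Read-out is eYFP fluorescence (Ex 488/Em 500-530) from Vif-expressing HeLa A3G-eYFP cells; more signal means A3G escaped Vif-mediated degradation. Cells plated overnight, compound pinned in, incubated overnight at 37 deg C.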
ALOX12 inh – Primary qHTS assay for inhibitors of human arachidonate 12S-lipoxygenase (ALOX12): Round 2; Potency, µM (doses to about 108 µM), for inactives: at the top dose activity change, negative = inhibition, hits mostly inhibitors; 1.1% of 580,000 active; purified 12hLO, xylenol orange hydroperoxide absorbance; Polyunsaturated fatty acid lipoxygenase ALOX12 (Homo sapiens), P18054; also: % is scaled to controls: 0 for no effect and ±100 for the full control effect
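Purified human 12hLO at 150 nM in 25 mM Hepes, 0.01% Triton X-100, pH 7.0, preincubated 15 min at room temperature with compound. Reaction started with 40 uM arachidonic acid, 30 min at room temperature. Hydroperoxide measured by Fe-xylenol orange, 573/405 nm absorbance ratio.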
Starred values were filed as active, the others as inactive; ? = inconclusive; . = not tested or not shown; [ ] = dose if it differs, or a comment. Calls follow the shape of the dose curve; as a rule, active = well fitted curve in the direction sought with a large enough effect; inconclusive = small, poorly fitted or top-dose-only effect, or another doubt; inactive = no such curve, though single readings can be large; an effect the other way counts as inactive or inconclusive. Potency is read from the fitted curve at half-maximal effect. This is a subset; rates above refer to the full screens.

SMILES	mIDH1 inhibitor	Vif-A3F inh	RGS4 inh	rTrxR1 inhibitor	TrxR1 substrate	USP1 inh	RXFP1 ag	Vif-A3G inh	ALOX12 inh
CN(C(=O)c1ccc(Cl)cc1)C1CCS(=O)(=O)C1 (configuration not stated)	13%	?	-5%	4%	2%	-10%	.	0%	?
CC(C)(C)NC(=O)Nc1ccccc1C(N)=O	-2%	-4%	10%	-7%	2%[57.1 µM]	5%	-0.4%	0%	0%
Cc1cc(C)c(S(=O)(=O)NCc2ccccn2)c(C)c1	-11%	4%	-12%	13%	1%	-26%	0.7%	0%	13%
COc1ccccc1Oc1ccc2c(c1)C(=O)N(c1ccc(C)cc1)C2=O	3%	-3%	0%	5%	-4%	1%	1.1%	1%	160%[activator]
OCCCN1CCN(CCOc2ccccc2-c2ccccc2)CC1	3%	2%	-12%	2%[57.1 µM]	7%[57.1 µM]	-15%	2.4%	1%	-13%
CCCCN(CC)C(=O)Nc1ccc2c(c1)N(C)C(=O)c1ccccc1S2	-11%	1%	12%	-9%	-4%	-5%	-6.4%	-6%	-23%
CCc1cccc(C)c1NC(=O)COC(=O)CNS(=O)(=O)/C=C/c1ccccc1	0%	6%	-20%	9%	8%	-5%	-1.0%	3%	-5%
Cc1ccc(NC(=O)C2(S(=O)(=O)c3ccc(Cl)cc3)CC2)c(Br)c1	-7%	3%	-3%	7%	-8%	?	3.9%	-2%	0%
CCOc1ccc(NC(=O)CCNS(=O)(=O)c2ccc3c(c2)CCC(=O)N3)cc1	-5%	5%	5%	10%[57.1 µM]	6%[57.1 µM]	-4%	2.8%	0%	-14%
CCN(CC)S(=O)(=O)c1ccc(N2CCOCC2)c(NC(=O)c2cc3ccccc3oc2=O)c1	-1%	-9%	-25%	21%[57.1 µM]	-1%[57.1 µM]	-21%	?	0%	-5%
COc1cccc(-c2nc(CC(=O)O)cs2)c1OC	2%	0%	-2%[56.9 µM]	20%	24%	2%	0.6%	2%	0%
CCOC(=O)c1ccc(NC(=O)CCc2nnc3ccc(N4CCCC4)nn23)cc1	10%	-8%	2%	15%	1%	-13%	0.8%	-5%	18%
COc1cc(/C=C/c2nc3cc(Cl)ccc3c(=O)n2-c2cccc(C(F)(F)F)c2)cc(OC)c1OC	-6%	0%	23%	17%[57.1 µM]	1%[57.1 µM]	-10%	1.0%	-1%	-7%
CS(=O)(=O)Nc1ccccc1C(=O)Nc1cccc(Cl)c1	-2%	1%	-4%	2%	10%	-16%	-0.4%	2%	6%[57.4 µM]
CCn1c(=O)c(C(=O)NC(C)c2ccccc2)c(O)c2ccccc21 (configuration not stated)	4%	6%	30%	14%	-2%	-5%	0.6%	0%	0%
COc1cccc(-c2nnc(SCC(=O)Nc3ccc(OC)c(OC)c3)n2N)c1	1%	1%	-8%	30%	13%	-12%	2.3%	3%	?
COc1ccc2cc3c(N)c(C(=O)NCc4ccco4)sc3nc2c1	-6%	-11%	-31%	-12%	-1%	?	4.2%	?	0%
CCC(=O)Nc1nc2ccccc2n1Cc1ccccc1	0%	2%	3%	9%	5%	-12%	-0.3%	1%	25%
COc1ccc(OC)c(C2NC(=O)N(C)C(C)=C2C(=O)OCc2ccccc2)c1 (configuration not stated)	-2%	0%	24%	7%	-2%	-9%	0.9%	-7%	16%
Cc1ccc(S(=O)(=O)NCC2CCC(C(=O)NCc3ccc(F)cc3)CC2)cc1 (configuration not stated)	12%	0%	3%	23%	4%	-11%	2.6%	-4%	-10%
Cc1ccn2c(NC(=O)c3cccs3)c(-c3ccccc3)nc2c1	10%	?	-12%	?	-4%	-14%	-0.6%	-3%	13%
Cc1cc(CC(C)C)n(-c2nc3ccccc3c(=O)n2OCC(N)=O)n1	5%	0%	-3%[11.4 µM]	15%[57.1 µM]	-7%	-19%	2.7%	-3%	12%
Cc1c(NC(=O)/C=C/c2cn(-c3ccccc3)nc2-c2ccc(F)cc2)c(=O)n(-c2ccccc2)n1C	-6%	-3%	-5%[11.4 µM]	24%	-1%	-23%	-2.1%	-10%	-4%
CCOC(=O)c1[nH]c(C)c(C(=O)Nc2ccccc2C)c1C	-4%	-9%	3%	34%	2%	-8%	-0.8%	?	288%[activator]
CCCCOc1ccc(CNC(=O)C2CCCN(c3nnc(-n4c(C)ccc4C)s3)C2)cc1 (configuration not stated)	0%	8%	5%	?	-4%	-6%	?	-1%	-20%
O=C(NC(=S)Nc1ccc(Cc2ccncc2)cc1)c1ccc(F)cc1	3%	0%	-39%	?	2%	?	2.4%	-1%	?
CC(C)(C)c1ccc(CS(=O)(=O)CC(O)CN2CCCC2=O)cc1 (configuration not stated)	7%	-9%	-21%[56.9 µM]	32%	3%	-13%	2.1%	5%	65%[activator]
N#CC1=C(N)OC2=C(CN(Cc3ccccc3)C/C2=C\c2cccnc2)C1c1cccnc1 (configuration not stated)	0%	-3%	-28%	?	3%	-7%	0.9%	-5%	?
COc1ccc(C2CC(c3ccccc3)=NN2C(=O)c2cccs2)cc1 (configuration not stated)	0%	2%	12%	15%[57.1 µM]	6%[57.1 µM]	-13%	0.5%	-1%	?
CCCCOc1ccc(N2C(=O)CC(N(O)c3ccccc3)C2=O)cc1 (configuration not stated)	-1%	9%	12%	7%[57.1 µM]	7%[57.1 µM]	-11%	0.0%	-1%	-16%
CC1Sc2ccc(C(=O)O)cc2NC1=O (configuration not stated)	6%	7%	31%	-3%	-5%	-6%	-4.4%	0%	-17%
O=C(O)/C=C/c1ccc2noc(-c3ccccc3)c2c1	9%	2%	-26%	-11%	-6%	-25%	-1.3%	5%	-3%
COc1ccc(-c2nnc(SCC(C)C)o2)cc1	4%	-1%	7%	8%	3%	-10%	-0.8%	-1%	1%
O=C(O)c1cccc2c1C(=O)c1ccc(-c3ccc(Cl)c(C(F)(F)F)c3)cc1S2(=O)=O	10%	1%	-24%	-5%[57.1 µM]	2%	-19%	1.6%	0%	.
Cc1cc(C(=O)NC(=S)Nc2ccccc2N2CCCC2)ccc1[N+](=O)[O-]	0%	2%	4%	11%	7%	-22%	-0.5%	-1%	-2%
C=CCN(CC=C)C(=S)NC(=O)c1ccc(C)c(Br)c1	8%	-8%	?	-18%	-5%	-14%	-0.4%	4%	?
CCC(c1nnnn1Cc1ccco1)N1CCN(c2cc(Cl)ccc2C)CC1 (configuration not stated)	3%	-2%	?	-8%	-2%	-26%	0.5%	3%	?
CCN(C[C@H]1N[C@@](CC)(C(=O)OC)[C@H]2C(=O)N(C)C(=O)[C@@H]12)C(=O)Nc1ccc(C)cc1	-9%	6%	25%	12%	2%	-11%	.	-1%	-14%
CCCc1ccc(Oc2cn[nH]c2-c2ccc(O)c(C)c2O)cc1	0%	-20%	-15%	26%	5%	-1%	-0.2%	-14%	?
CCSC1=NC(C)(C)C=C(C)N1	-2%	-4%	-52%	19%[57.1 µM]	15%[57.1 µM]	1%	0.4%	1%	0%

Among those listed so far, two contain a tert-butyl group:
SMILES	mIDH1 inhibitor	Vif-A3F inh	RGS4 inh	rTrxR1 inhibitor	TrxR1 substrate	USP1 inh	RXFP1 ag	Vif-A3G inh	ALOX12 inh
CC(C)(C)NC(=O)Nc1ccccc1C(N)=O	-2%	-4%	10%	-7%	2%[57.1 µM]	5%	-0.4%	0%	0%
CC(C)(C)c1ccc(CS(=O)(=O)CC(O)CN2CCCC2=O)cc1 (configuration not stated)	7%	-9%	-21%[56.9 µM]	32%	3%	-13%	2.1%	5%	65%[activator]

(listing goes on)
SMILES	mIDH1 inhibitor	Vif-A3F inh	RGS4 inh	rTrxR1 inhibitor	TrxR1 substrate	USP1 inh	RXFP1 ag	Vif-A3G inh	ALOX12 inh
CN(C)S(=O)(=O)c1ccc(C(=O)Nc2nc3ccccc3[nH]2)cc1	3%	6%	-27%	17%[57.1 µM]	21%	-16%	-0.8%	1%	8%
CC(C)Cc1ccc(S(=O)(=O)N2CCOCC2)cc1	4%	1%	7%	26%[57.1 µM]	2%[57.1 µM]	-9%	-0.4%	2%	2%
C=CCNc1c2c(nc3nnnn13)CCCC2	6%	1%	6%	38%[activator][57.1 µM]	11%[57.1 µM]	-8%	6.3%	2%	-6%
COC(=O)CSc1cc(C)nc2ccc(OC)cc12	3%	-8%	?	0%	2%	-18%	5.9%	0%	36%[activator]
O=C(CSc1nnc(-c2ccccc2)c(-c2ccccc2)n1)NCc1ccco1	0%	-5%	-30%[56.9 µM]	?	1%	-7%	0.0%	-27%	-16%
